DUSP1 inh = blocks human MKP-1 phosphatase activity. AID 374. inhibition, %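 (compounds tested at a single concentration somewhere between 10 and 100 µM)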. hit rate 0.15% among 65,000. P28562. recombinant MKP-1, OMFP hydrolysis fluorescence;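 active = inhibition above about 50%, limit read from the data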;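 note: 0% = DMSO max control wells and 100% = wells with enzyme stopped by NaOH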
Hsp90 block = displaces geldanamycin probe from tumor Hsp90; P07900; NCI-N417 lysate Hsp90, Cy3B-geldanamycin FP displacement; inhibition, % at 30 µM; hit rate 0.35% among 64,000;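 active = inhibition above 50%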;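 note: 0% = tracer plus lysate wells and 100% = tracer alone without lysate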
Autofluor 339 = intrinsic fluorescence of library compounds, ex339/em460 – biochemical, MLSMR library, data from DPM-DC assay, artefact control, profiling panel; hit rate 5.5% among 65,000; compound autofluorescence, ex339/em460 nm, NADH buffer; hits give high values; 1 = no-compound wells, NADH background; fluorescence fold increase at 10 µM;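 active = at 10 µM, mean starting fluorescence two-fold or more over control wells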;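 note: signal is the first read of a kinetic run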
Her2 expr inh = lowers expression of human Her2 kinase; SKBR-3 HER2 protein level, AlphaScreen, 18-24 h; hits give low values; HER2 level % of control, % at 10 µM; hit rate 0.69% among 65,000;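 active = HER2 level under 5% of the carrier-only control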;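 note: 100% = DMSO carrier and 0% = 500 nM PU-H71 HSP90 inhibitor; lower value means stronger loss of Her2 protein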
ROCK2 inh = blocks human Rho kinase 2 activity | O75116 | purified ROCK2, Kinase-Glo ATP depletion luminescence | inhibition, % at 6 µM | hit rate 0.35% among 60,000;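 active = inhibition above the screen-wide mean inhibition plus 3 SD, cut at about 18% in these data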;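 note: plate controls were DMSO wells for no effect and Y-27632 control wells after no-enzyme background subtraction for full effect; many of its hits are not listed in these tables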
JNK3 blocker = JNK3 (human) kinase inhibition; P53779; purified JNK3 kinase activity, HTS; inhibition, % at 8 µM; hit rate 0.61% among 60,000; AID 746; in the data active = inhibition above about 17%;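 note: 0% = DMSO and 100% = reference inhibitor; many of its hits are not listed in these tables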
Target sequence (P53779 whole entry, looked up): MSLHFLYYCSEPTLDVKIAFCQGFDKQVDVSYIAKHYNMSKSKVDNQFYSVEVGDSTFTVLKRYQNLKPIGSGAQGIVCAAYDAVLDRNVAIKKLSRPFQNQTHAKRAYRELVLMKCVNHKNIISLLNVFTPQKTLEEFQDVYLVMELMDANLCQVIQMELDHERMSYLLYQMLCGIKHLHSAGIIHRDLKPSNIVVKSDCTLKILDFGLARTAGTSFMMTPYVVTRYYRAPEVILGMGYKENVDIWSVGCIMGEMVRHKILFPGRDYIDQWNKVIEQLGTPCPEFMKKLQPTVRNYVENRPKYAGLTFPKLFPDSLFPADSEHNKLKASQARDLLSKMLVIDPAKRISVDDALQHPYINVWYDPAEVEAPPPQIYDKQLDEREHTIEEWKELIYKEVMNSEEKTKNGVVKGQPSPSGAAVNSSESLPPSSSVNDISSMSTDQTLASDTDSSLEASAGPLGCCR
Abs 340nm = absorbance at 340 nm; 65,000 tested, under 10 active; compound absorbance at 340 nm, fold over control; fold change at 10 µM;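 active = at 10 µM dose, initial 340 nm absorbance at least 2 fold that of control wells; inactive = change under 2 fold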;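 note: initial absorbance extrapolated from kinetic A340 decline of NADH oxidation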
PKA inh = inhibitors of human protein kinase A. P17612. PKA Kemptide phosphorylation, Kinase-Glo ATP luminescence. inhibition, % at 6 µM. hit rate 0.1% among 65,000. AID 524;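 active = inhibition above the screen-wide mean inhibition plus 3 SD, cut at about 21% in these data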; note: many of its hits are not listed in these tables
Cdc25B block = human M-phase inducer phosphatase 2 inhibition | hit rate 0.1% among 65,000 | P30305 | recombinant Cdc25B, OMFP fluorescence Ex485/Em525 | inhibition, %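 (compounds tested at 10 µM final in the well)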; in the data active = inhibition above about 50%
Target sequence (P30305 whole entry, looked up): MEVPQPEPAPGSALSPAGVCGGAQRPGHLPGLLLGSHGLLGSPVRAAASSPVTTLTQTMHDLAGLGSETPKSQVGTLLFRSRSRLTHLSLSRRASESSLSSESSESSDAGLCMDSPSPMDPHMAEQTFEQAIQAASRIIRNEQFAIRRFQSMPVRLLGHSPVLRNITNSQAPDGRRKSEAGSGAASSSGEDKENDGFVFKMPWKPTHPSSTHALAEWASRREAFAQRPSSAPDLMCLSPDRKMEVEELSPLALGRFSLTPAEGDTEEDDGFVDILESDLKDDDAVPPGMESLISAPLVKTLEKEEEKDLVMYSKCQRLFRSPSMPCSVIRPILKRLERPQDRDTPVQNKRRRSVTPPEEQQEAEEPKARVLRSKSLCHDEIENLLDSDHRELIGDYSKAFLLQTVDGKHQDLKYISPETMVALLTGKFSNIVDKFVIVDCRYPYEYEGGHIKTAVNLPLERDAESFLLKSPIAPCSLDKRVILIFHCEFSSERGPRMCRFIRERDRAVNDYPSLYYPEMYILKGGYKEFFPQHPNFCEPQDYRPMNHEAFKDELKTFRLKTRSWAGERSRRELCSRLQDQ
Active calls of the source: *; . = no result given. This is a subset, so the mix of outcomes need not match the whole.

The opening three records, ahead of the listing:
SMILES | DUSP1 inh | Hsp90 block | Autofluor 339 | Her2 expr inh | ROCK2 inh | JNK3 blocker | Abs 340nm | PKA inh | Cdc25B block
C=CCNc1nc2c(c(=O)n(C)c(=O)n2C)n1CC(=C)C | -8 | -1 | 1.1 | 96 | -9 | -2 | 1.1 | -1 | -6
Brc1ccc(C2=Nn3c(nnc3-c3ccncc3)SC2)cc1 | 0 | 3 | 1 | 86 | -2 | -5 | 1 | 6 | 2
C=CCn1cnc2c(c1=O)c1nc3ccccc3nc1n2/N=C/c1cccc(OC)c1 | -12 | 7 | 1.2 | 69 | -5 | -2 | 1.1 | -5 | 4

The whole of this part, previewed entries included:
SMILES | DUSP1 inh | Hsp90 block | Autofluor 339 | Her2 expr inh | ROCK2 inh | JNK3 blocker | Abs 340nm | PKA inh | Cdc25B block
C=CCNc1nc2c(c(=O)n(C)c(=O)n2C)n1CC(=C)C | -8 | -1 | 1.1 | 96 | -9 | -2 | 1.1 | -1 | -6
Brc1ccc(C2=Nn3c(nnc3-c3ccncc3)SC2)cc1 | 0 | 3 | 1 | 86 | -2 | -5 | 1 | 6 | 2
C=CCn1cnc2c(c1=O)c1nc3ccccc3nc1n2/N=C/c1cccc(OC)c1 | -12 | 7 | 1.2 | 69 | -5 | -2 | 1.1 | -5 | 4
O=C(CSCc1cccs1)N1CCCC1 | -5 | 0 | 1 | 89 | 0 | 6 | 1 | 4 | -11
CC1C2C(c3ccccc3)N(C)C(=O)N(C)C2N(C)C(=O)N1C (stereo not drawn) | -12 | -8 | 1.1 | 147 | 2 | -1 | 1 | 6 | 7
COc1cc(NC(=O)CCn2c(=O)[nH]c3ccsc3c2=O)cc(OC)c1 | 1 | -1 | 1.2 | 94 | 8 | 2 | 0.97 | 7 | 5
COc1ccc(C2=NOC3(CC(=O)N(c4ccc(C)cc4)C3=O)C2)c(OC)c1 (stereo not drawn) | -18 | -3 | 1.1 | 108 | 0 | -3 | 0.98 | 1 | 4
O=C(Nc1nccs1)C1CCN(S(=O)(=O)c2cnc[nH]2)CC1 | -15 | -2 | 1.1 | 123 | 4 | 1 | 1 | 10 | 7
Cn1c(SC2C(=O)CC(C)(C)CC2=O)nnc1-c1ccco1 | -10 | -3 | 1.1 | 106 | -1 | 6 | 1 | 5 | 5
CCOc1cc(NC(=O)c2cnccn2)c(OCC)cc1NC(=O)c1ccc(OC)cc1 | 31 | -1 | 1 | 81 | 6 | 4 | 1.1 | 12 | -17
CC1=C(C(=O)NCc2ccccc2)C(c2ccccc2OCC(N)=O)NC(=O)N1 (stereo not drawn) | 1 | 1 | 1.1 | 77 | 0 | 3 | 1 | 0 | -11
Cc1ccc2c(c1)c(C)c(C)n2CC(O)CN1CCCCC1C (stereo not drawn) | 0 | -1 | 1.1 | 109 | 2 | -10 | 1.1 | 0 | -18
COc1ccccc1Nc1ncnc2ccccc12 | -1 | 0 | 1.1 | 90 | 4 | 0 | 1 | 9 | -3
COc1ccc(S(=O)(=O)NCCSCc2ccco2)cc1 | 26 | 3 | 1.1 | 176 | 5 | 4 | 1 | -2 | -8
CCC(=O)N1CCc2cc(S(=O)(=O)NC(C(=O)NC(C)c3ccccc3)C(C)C)ccc21 (stereo not drawn) | 7 | -6 | 1.1 | 121 | 1 | -3 | 1 | 7 | -10
Cn1ccnc1Sc1nc2c(c(=O)n(C)c(=O)n2C)n1C | 10 | -2 | 1.1 | 96 | 0 | -5 | 0.99 | 3 | -16
Cc1ccc(-n2nnnc2SCc2nnc(-c3ccccc3Br)o2)cc1 | 9 | -8 | 1 | 147 | 9 | 6 | 1 | 14 | -11
CCOC(=O)c1cc(-c2ccccc2)sc1N | -2 | 0 | 1.1 | 82 | 0 | 2 | 1 | -1 | 0
COc1cc(C(c2sc3nc(C)nn3c2O)N2CC(C)CC(C)C2)cc(OC)c1OC (stereo not drawn) | 1 | 0 | 1 | 68 | 1 | -1 | 0.98 | 6 | 0
CC1CCC(C(C)C)C(OC(=O)CSc2n[nH]c(=O)[nH]c2=O)C1 (stereo not drawn) | -11 | 10 | 1.1 | 102 | 0 | -3 | 1 | 9 | 12
COc1cc(C(C)=O)ccc1OCC(=O)c1cc(C)n(C2CC2)c1C | 6 | -4 | 1 | 109 | 4 | 10 | 1 | 6 | -14
COc1ccc(/C(O)=C2/C(=O)C(=O)N(CCN3CCOCC3)C2c2cccnc2)cc1OC (stereo not drawn) | -21 | -5 | 1.1 | 145 | -7 | -1 | 1.1 | 5 | 6
CNC(=O)c1ccccc1-c1ccccc1 | -3 | -4 | 1.1 | 106 | -16 | -7 | 1.1 | -2 | -2
CCOc1ccc(-c2nnn(CC(=O)Nc3cc(OC)cc(OC)c3)n2)cc1OCC | 32 | -2 | 1.1 | 64 | -13 | -4 | 1.1 | -18 | 8
C1=CCC(/C=N/n2cnnc2)CC1 (stereo not drawn) | 5 | -2 | 1.1 | 101 | 0 | 1 | 1.1 | 5 | 0
C=CCn1c(SCC(=O)Nc2ccc(N(C)C)cc2)nnc1-c1cccc(C)c1 | -21 | 1 | 1 | 105 | 4 | 3 | 0.99 | 14 | 1
COCc1nc2ccccc2n1CCCOc1ccccc1 | -1 | 2 | 1.1 | 101 | 4 | 4 | 1 | 7 | -14
CCn1c(=O)c(-c2ccccc2)c(O)c2ccccc21 | 16 | -1 | 1.1 | 95 | -4 | -10 | 1 | -2 | -5
O=C(NC1CCCCC1)N1CCN(Cc2nc3ccccc3c(=O)[nH]2)CC1 | 5 | 1 | 1.1 | 95 | 1 | -6 | 0.97 | 4 | -7
CCOc1ccc(N2C(=O)CC(SCCN)C2=O)cc1 (stereo not drawn) | 24 | -5 | 1 | 104 | 3 | -3 | 1 | 6 | 0
CCOC(=O)c1ccc(NC(=O)CS(=O)(=O)c2cn(CC)c3ccccc23)cc1 | 10 | . | 1.1 | 77 | . | . | 1 | 2 | -1
CCCCNS(=O)(=O)c1ccc2nc(SCC(=O)c3ccc(C#N)cc3)[nH]c2c1 | 36 | -2 | 1.1 | 101 | 5 | -5 | 1 | 2 | -6
Cc1cc(C(C)(C)C)ccc1OCCN(C)C | 7 | -4 | 1.1 | 116 | -1 | 4 | 1 | -3 | -1
O=C1NC(NS(=O)(=O)c2ccccc2)(C(F)(F)F)C(=O)N1Cc1cccnc1 (stereo not drawn) | 7 | -1 | 1.1 | 84 | 1 | -2 | 0.98 | 9 | -19
O=C1CC(c2ccco2)CC(O)=C1C=Nc1cc(Cl)ccc1O (stereo not drawn) | -17 | 1 | 1.2 | 89 | 7 | 2 | 1 | 5 | 3
O=C(NC1CC1)c1ccc(CS(=O)(=O)c2c(Cl)cccc2Cl)o1 | 4 | 0 | 1.1 | 94 | 4 | -1 | 1 | -4 | 3
COC(=O)C1=C(C)N(C)C(C)=C(C(=O)OC)C1c1ccc(C(=O)OC)cc1 | 6 | 1 | 1.1 | 84 | 0 | -3 | 1.1 | 0 | -6
O=C(CSc1nnc(-c2c[nH]c3ccccc23)o1)N(Cc1ccccc1)c1ccc(F)cc1 | 15 | -2 | 1.1 | 68 | -1 | 0 | 0.98 | 4 | 0
CCCCOC(=O)C1=C(C)Nc2ncnn2C1c1cccc(OC)c1 (stereo not drawn) | 8 | -3 | 1.1 | 83 | 4 | -10 | 0.99 | 10 | 0
O=C(Nc1ccc(-n2cnnn2)cc1)C1CCC1 | 1 | 0 | 1.1 | 75 | -7 | -4 | 1 | -6 | 9

A draw from above in order of heavy-atom count, highest first:
SMILES | DUSP1 inh | Hsp90 block | Autofluor 339 | Her2 expr inh | ROCK2 inh | JNK3 blocker | Abs 340nm | PKA inh | Cdc25B block
CCOC(=O)c1ccc(NC(=O)CS(=O)(=O)c2cn(CC)c3ccccc23)cc1 | 10 | . | 1.1 | 77 | . | . | 1 | 2 | -1
COCc1nc2ccccc2n1CCCOc1ccccc1 | -1 | 2 | 1.1 | 101 | 4 | 4 | 1 | 7 | -14
CCn1c(=O)c(-c2ccccc2)c(O)c2ccccc21 | 16 | -1 | 1.1 | 95 | -4 | -10 | 1 | -2 | -5

More results follow:
SMILES | DUSP1 inh | Hsp90 block | Autofluor 339 | Her2 expr inh | ROCK2 inh | JNK3 blocker | Abs 340nm | PKA inh | Cdc25B block
C/C=C(\C)CN1CCc2cc(OC)c(OC)cc2C1 | -10 | -2 | 1.2 | 115 | 9 | 7 | 1 | 4 | -12
N#CCCN(CCC#N)c1nnc(-c2ccccc2)s1 | -12 | -5 | 1.1 | 113 | 3 | -7 | 1 | -1 | -3
CCOc1cc(CNc2ncc(-c3ccc(OC)cc3)n2C)ccc1O | 11 | 0 | 1.1 | 93 | -1 | -3 | 1.1 | -3 | 0
Cc1ccc(SCCC(=O)N(C)C)cc1 | 14 | -4 | 1.1 | 96 | 4 | 8 | 1 | 3 | 2
CC(=NCC1CCCO1)c1c(O)[nH]c(=O)[nH]c1=O (stereo not drawn) | -10 | 1 | 1.1 | 104 | -6 | 0 | 1 | -7 | -10
CCCc1nnc(NC(=O)c2c(O)c3cccc4c3n(c2=O)CCC4)s1 | 40 | -2 | 2.8* | 61 | -7 | 3 | 1 | -10 | 6
O=C(CSc1ncnc2ccccc12)N1CCCC1 | -2 | -1 | 1.1 | 80 | 10 | 7 | 1.1 | 5 | -7
CCCCCc1c(C)nc(NCc2ccccc2)[nH]c1=O | 4 | -1 | 1.1 | 109 | 4 | -2 | 1 | 10 | -12
Cc1ccc(NC(=O)CSc2nnc(-c3cnccn3)n2Cc2ccco2)cc1C | -8 | -2 | 1 | 72 | 4 | 0 | 0.98 | 7 | -3
COc1ccccc1NC(=O)CSc1ccc2nnc(-c3ccccn3)n2n1 | 3 | -4 | 1.1 | 86 | 4 | 6 | 1.1 | 4 | -9
O=C(CSc1ncnc2c1nnn2-c1ccc(F)cc1)NCC1CCCO1 (stereo not drawn) | -4 | -3 | 1.1 | 58 | 4 | -4 | 0.99 | 11 | -14
CCCc1cc(N2CCCC(C(=O)NCc3ccc4c(c3)OCO4)C2)n2ncnc2n1 (stereo not drawn) | 5 | 1 | 1.1 | 79 | 2 | 1 | 1 | 6 | 5
CCOCC(=O)Nc1nc2ccc(S(C)(=O)=O)cc2s1 | 0 | -2 | 1.1 | 96 | 7 | 0 | 1.1 | 8 | -14
CCNc1c2c3c(cccc3n(C)c1=O)C(=O)c1ccccc1-2 | 14 | 20 | 1.4 | 87 | -2 | 6 | 1.1 | -6 | -4
CCN(CC)S(=O)(=O)c1ccc(F)c(C(=O)NCCC(C)C)c1 | 13 | -2 | 1 | 95 | 6 | -2 | 1 | 11 | -6
COc1ccc(CNC(=O)CN(C(=O)c2cc3sccc3n2C)C2CCCC2)cc1 | 7 | -2 | 1.1 | 70 | 5 | 3 | 1 | 7 | -30
O=C(CSc1nnc(NC(=O)c2ccco2)s1)NC1CCCCC1 | -15 | -2 | 1.1 | 88 | -5 | 0 | 1.1 | -1 | -5
COc1ccc(OC)c(NC(=O)CSc2nnc(CNC(=O)c3ccco3)o2)c1 | -3 | -5 | 1.1 | 114 | . | . | 1 | 3 | -3
COC(=O)c1ccc(-c2nc3ccccc3o2)cc1 | 4 | -4 | 4.6* | 138 | 17 | 2 | 1.1 | 7 | -4
COc1ccc(Nc2nc(Nc3ccc(OC)cc3)nc(-n3[nH]c(=O)c(C)c3C)n2)cc1 | 7 | 2 | 1 | 94 | 9 | 4 | 1 | 6 | -4
COc1ccc(F)cc1S(=O)(=O)N1CCC(C(N)=O)CC1 | -14 | -1 | 1.1 | 64 | 8 | -5 | 1 | 10 | -5
CCCc1cc(C(=O)N2CCN(c3ccccc3C)CC2)cs1 | 4 | -7 | 1.1 | 94 | -10 | -3 | 1 | -3 | 1

Single entries from the entries so far.
Abs 340nm result of `CCNc1c2c3c(cccc3n(C)c1=O)C(=O)c1ccccc1-2` = 1.1
Abs 340nm result of `CCOC(=O)c1cc(-c2ccccc2)sc1N` = 1

Bioassay records: PubChem BioAssay, several laboratories
